PAFAH1B3 inh: PAFAH1B3 enzyme inhibitors, primary screen, biochemical, fluorescence polarization, human. recombinant PAFAH1B3, FP-rhodamine probe. inhibition, % at 3.39 µM. 340,000 tested, 0.28% active. AID 492972, 2010;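 active means inhibition above the screen-wide average of all tested compounds plus 3 SD, cut at about 25% in these data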;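 further: 0% = enzyme with DMSO only and 100% = wells lacking PAFAH1B3 protein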
Target sequence (Q15102 whole entry, looked up): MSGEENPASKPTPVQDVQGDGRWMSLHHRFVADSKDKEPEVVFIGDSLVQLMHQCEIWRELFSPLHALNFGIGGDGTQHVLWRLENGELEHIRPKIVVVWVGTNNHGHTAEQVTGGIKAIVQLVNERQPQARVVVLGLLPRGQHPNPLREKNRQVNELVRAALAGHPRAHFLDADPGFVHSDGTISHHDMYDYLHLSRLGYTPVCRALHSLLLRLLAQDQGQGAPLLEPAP
EBNA-1 inhibitor: EBNA-1 DNA-binding inhibitors, primary screen, biochemical, fluorescence polarization; AID 1950, 2009; inhibition, % at 14.8 µM; 300,000 tested, 0.34% active; in the data active means inhibition above about 28%
ZTA DNA inh: ZTA (EBV) inhibition in EBNA-1 counter-screen; P03206; ZTA-DNA binding, fluorescence polarization; inhibition, % at 11 µM; 320,000 tested, 0.15% active; AID 2234; in the data active means inhibition above about 33%
PAFAH2 inh: PAFAH2 enzyme inhibitors, primary screen, biochemical, fluorescence polarization, human. 340,000 tested, 0.99% active. inhibition, % at 3.39 µM. recombinant PAFAH2, FP-rhodamine activity probe. AID 492956, 2010;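 active means inhibition above the mean over all tested compounds plus 3 SD, cut at about 30% in these data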;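 further: inhibitors block probe labeling of enzyme so polarization drops; 0% = enzyme with DMSO and 100% = wells lacking PAFAH2 protein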
PREPL inhibitor: PREPL enzyme inhibitors, primary screen, biochemical, fluorescence polarization; Prolyl endopeptidase-like (Homo sapiens), Q4J6C6; inhibition, % at 5.96 µM; recombinant PREPL, fluorescence polarization activity-based probe; AID 2751, 2010; 320,000 tested, 0.68% active; in the data active means inhibition above about 43%;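 further: 0% = enzyme with DMSO and 100% = wells lacking enzyme; many of its hits are not listed in these tables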
pPAFAH FP inh: pPAFAH enzyme inhibitors, primary screen, biochemical, fluorescence polarization, human; 330,000 tested, 1.5% active; AID 463082, 2010; inhibition, % at 3.39 µM; recombinant pPAFAH, FP-rhodamine probe fluorescence polarization;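 active means inhibition above the mean inhibition across the screen plus 3 SD, cut at about 25% in these data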;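 further: inhibitors block binding of the rhodamine activity-based probe so polarization drops; 0% = enzyme with DMSO and 100% = wells lacking pPAFAH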
PAFAH1B2 inh: PAFAH1B2 enzyme inhibitors, primary screen, biochemical, fluorescence polarization, human. Platelet-activating factor acetylhydrolase IB subunit alpha2 (Homo sapiens), P68402. recombinant PAFAH1B2, FP-rhodamine activity probe. inhibition, % at 3.39 µM. 340,000 tested, 1.2% active;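 active means inhibition above the mean of all tested compounds plus 3 SD, cut at about 24% in these data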;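 further: 0% = enzyme with DMSO and 100% = wells lacking PAFAH1B2; many of its hits are not listed in these tables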
Target sequence (P68402 whole entry, looked up): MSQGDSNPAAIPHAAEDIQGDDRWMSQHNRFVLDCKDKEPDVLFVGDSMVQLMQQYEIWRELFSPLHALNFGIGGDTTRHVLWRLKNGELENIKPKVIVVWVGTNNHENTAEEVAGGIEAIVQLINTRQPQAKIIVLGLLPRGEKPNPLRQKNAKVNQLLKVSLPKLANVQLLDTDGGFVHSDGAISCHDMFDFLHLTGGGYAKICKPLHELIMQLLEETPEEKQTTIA
LYPLA1 inh: LYPLA1 inhibitors, primary screen, counter-screen for PME1 inhibitor project, biochemical, fluorescence polarization, FP-Rh probe ABPP | Acyl-protein thioesterase 1 (Homo sapiens), O75608 | recombinant LYPLA1 | inhibition, % at 5.9 µM | 320,000 tested, 0.16% active;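 active means inhibition above the mean of all tested compounds plus 3 SD, set per campaign, cut at about 14% in these data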;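 further: inhibitors block serine hydrolase probe labeling of LYPLA1 so polarization falls; 0% = enzyme with DMSO and 100% = wells lacking LYPLA1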
Target sequence (O75608 whole entry, looked up): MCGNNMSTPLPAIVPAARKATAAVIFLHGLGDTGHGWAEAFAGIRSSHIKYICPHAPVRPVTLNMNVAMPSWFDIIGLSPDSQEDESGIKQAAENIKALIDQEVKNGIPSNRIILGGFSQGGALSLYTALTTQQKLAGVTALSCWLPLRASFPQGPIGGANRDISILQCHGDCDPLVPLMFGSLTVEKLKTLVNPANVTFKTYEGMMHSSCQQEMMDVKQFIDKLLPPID
LYPLA2 inh: LYPLA2 inhibitors, primary screen, counter-screen for PME1 inhibitor project, biochemical, fluorescence polarization, FP-Rh probe ABPP | Acyl-protein thioesterase 2 (Homo sapiens), O95372 | recombinant LYPLA2 | inhibition, % at 5.9 µM | 320,000 tested, 0.38% active | AID 2177, 2009;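 active means inhibition above the screen-wide mean plus 3 SD, limit set per campaign, cut at about 26% in these data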;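 further: 0% = LYPLA2 with DMSO and 100% = wells lacking LYPLA2 enzyme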
Target sequence (O95372 whole entry, looked up): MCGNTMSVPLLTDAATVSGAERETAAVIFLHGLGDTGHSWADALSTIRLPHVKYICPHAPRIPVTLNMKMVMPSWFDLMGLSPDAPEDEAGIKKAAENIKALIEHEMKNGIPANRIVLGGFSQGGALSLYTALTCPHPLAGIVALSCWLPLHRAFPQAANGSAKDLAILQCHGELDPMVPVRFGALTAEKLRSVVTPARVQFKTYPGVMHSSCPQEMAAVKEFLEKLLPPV
Active calls of the source: *; / = not tested or not shown; & = joins results of further samples. Not all compounds are listed; count on the stated rates, not on these rows.

SMILES | PAFAH1B3 inh | EBNA-1 inhibitor | ZTA DNA inh | PAFAH2 inh | PREPL inhibitor | pPAFAH FP inh | PAFAH1B2 inh | LYPLA1 inh | LYPLA2 inh
O=C(CNc1n[nH]c(=O)[nH]c1=O)N/N=C/c1ccccc1 | / | -2 | -7 | / | -12 | -3 | / | 0 | 3
Cc1ccc(Cn2c(S(=O)(=O)O)nc3ccccc32)cc1 | 7 | -4 | -22 | 7 | -3 | 2 | 6 | 1 | 4
O=C(COc1ccc(Br)cc1Cl)NCCCN1CCOCC1 | 3 | 4 | -19 | -1 | 25 | 2 | -1 | -2 | 8
NC(=O)C1CCN(Cc2nc(-c3cccs3)no2)CC1 | 4 | 4 | 2 | 12 | -2 | 6 | 3 | 3 | 2
COc1ccc(F)cc1S(=O)(=O)Nc1ccc(C)cc1 | 9 | -3 | -3 | 3 | 16 | -1 | -1 | 0 | -8
Clc1ccc2nnc(Cl)n2n1 | 3 | -14 | 14 | -8 | -2 | -3 | 7 | 0 | -5
O=C(NCCC1=CCCCC1)c1cc(COc2c(F)cccc2F)on1 | -4 | 6 | 7 | 11 | 4 | 10 | 10 | 0 | 5
CCN1CCCC1CNC(=O)c1ccc(N2CCOCC2)c(NS(=O)(=O)c2ccc(OC)cc2)c1 (configuration not stated) | 2 | -9 | 7 | 1 | 11 | 1 | 4 | -1 | -1
COc1ccc(C(C)=O)cc1COc1ccc(-n2cnnn2)cc1 | -5 | -6 | 3 | -4 | 4 | 1 | 3 | 4 | 6
COc1ccc(CCNC(=O)CCCc2nnc3n(C)c(=O)c4sccc4n23)cc1OC | 7 | -14 | -4 | 4 | 2 | 3 | -1 | -3 | -5
COc1ccccc1CN1CCN(S(=O)(=O)c2ccc(C)cc2)CC1 | -2 | -1 | 8 | 0 | 4 | 2 | 12 | 0 | 1
Cc1cc(C)n2nc(CCCO)nc2n1 | -1 | -5 | 6 | -3 | -4 | 0 | 7 | 0 | 1
CCOC(=O)C1(C(F)(F)F)N=C(c2cccnc2)OC(N2CCOCC2)=N1 (configuration not stated) | 9 | -5 | 5 | -1 | 5 | 1 | 3 | 1 | -15
CC1CCCCN1C(=O)C1CCN(S(=O)(=O)c2ccc(-n3cnnn3)cc2)CC1 (configuration not stated) | -3 | -8 | 8 | 8 | 5 | -3 | 4 | -1 | 4
Cc1ccc(-c2nnn(CC(=O)N(Cc3cccs3)C(C(=O)NC3CCCCC3)c3ccco3)n2)o1 (configuration not stated) | -2 | 2 | 5 | 0 | 3 | 2 | 1 | -1 | -4
COc1ccc2c(c1)C(=O)N1[C@H]3c4cc(C)ccc4OC[C@@H]3[C@H](c3ccccc3)[C@]1(C)C(=O)N2 | -3 | -2 | 3 | -14 | 2 | -3 | -10 | -14 | -29
COc1ccc(NS(=O)(=O)c2ccc(-c3cnc(C4CC4)o3)cc2)cc1OC | 1 | -5 | -32 | 0 | 6 | 3 | 3 | 4 | 11
Cc1cc(C(=O)NCc2ccc(Cl)cc2)n(-c2ccccc2)n1 | -3 | -2 | 12 | -5 | -3 | 2 | 11 | -2 | 3
N#Cc1ccccc1OCC(=O)OCC(=O)c1ccc[nH]1 | 3 | / | -7 | 2 | -2 | 7 | -3 | -1 | 5
O=C(Cc1cccs1)Nc1cc(S(=O)(=O)N2CCCCC2)ccc1Cl | 0 | / | -2 | -4 | 6 | 5 | 3 | -4 | -5
COC(=O)CN(Cc1ccccc1)S(=O)(=O)c1ccc(OC)c(OC)c1 | 5 | -3 | 2 | -4 | -5 | 2 | -1 | 1 | -1
CCc1ccc(CNC(=O)CCCC(=O)n2nc(C)c3ccccc32)cc1 | -2 | -11 | -5 | -2 | -8 | -1 | -7 | -1 | -11
COc1ccc(N2CCN(C(=O)c3sc4nc(-c5ccc(F)cc5)cn4c3C)CC2)cc1 | 7 | 2 | 22 | -6 | 15 | 0 | 3 | 7 | 13
Cc1cccc(C(=O)c2ccccc2C(=O)O)c1O | -3 | 4 | 6 | 11 | 4 | 1 | 4 | 0 | -1
CC(C)NC(=O)CCn1nc(-c2ccc(Cl)cc2)c2ccccc2c1=O | 2 | -8 | -20 | 1 | 11 | -3 | 1 | -4 | -3
Cc1ccc(OCC(=O)NNC(=O)Cn2c(=O)cnc3ccccc32)cc1 | 5 | -5 | -14 | 12 | -3 | 0 | 7 | 4 | 6
CCCC(=O)C1C(=O)CC(CC(C)SCC)CC1=O (configuration not stated) | 2 | -1 | -10 | 13 | 6 | 5 | 5 | -1 | 3
COc1cc(NC(=O)CCN2C(=O)NC3(CCCC3)C2=O)c(OC)cc1Cl | 3 | / | 14 | -1 | 2 | 1 | -1 | -2 | -3
Cc1ccc(CCNc2ccc3ccccc3c2)cn1 | 5 | 14 | -7 | 7 | 13 | 3 | 2 | 0 | -3
COc1ccccc1C(=O)NCCOc1ccc(C(C)(C)C)cc1 | 6 | 2 | -2 | 1 | 12 | 6 | 5 | -1 | -3
O=C(/C=C/c1ccco1)Nc1ccc(C(=O)N2CCOCC2)cc1 | 0 | 6 | 4 | 4 | 9 | 0 | -4 | 3 | 4
CC(C)(C)OC(=O)NN1CC(=O)N2Cc3ccccc3C[C@@H]2C1=O | 7 | 2 | 6 | -2 | -13 | 2 | 5 | 1 | -1
CCc1ccc(-c2csc3ncn(CC)c(=O)c23)cc1 | -6 | -2 | 17 | 1 | 6 | 5 | 4 | 5 | 4
CC(C)N1CCc2c(sc(NC(=O)Cc3ccccc3)c2C#N)C1 | -9 | -12 | -2 | -1 | 10 | -4 | 0 | 0 | 1
Cc1ccc(Nc2nc(N)c([N+](=O)[O-])c(N3CCC(C)CC3)n2)cc1C | 1 | -1 | 7 | -9 | 26 | 1 | 3 | -3 | 4
O=C(COC(=O)c1cc([N+](=O)[O-])ccc1N1CCOCC1)NC1CCS(=O)(=O)C1 (configuration not stated) | 8 | 9 | 15 | 0 | -1 | 3 | 2 | 0 | 1
COc1ccc(OC)c(N=C(N)N=C(N)N)c1 | 4 | -3 | 2 | 0 | 5 | -1 | 0 | 3 | -1
COc1ccc(C=O)cc1CN1C(=O)c2ccccc2C1=O | 3 | 3 | -1 | -3 | -1 | 8 | 3 | 1 | 6
O=c1[nH][nH]c(=S)n1C1CCCCC1 | / | 9 | 18 | / | 4 | 2 | / | 2 | 0
COc1cc(OC)c(NC(=O)CN(C)S(=O)(=O)c2ccc(-c3ccc(=O)[nH]n3)s2)cc1Cl | 4 | -14 | 14 | 8 | -7 | 12 | 1 | -9 | -14
Cc1ccccc1N(C(=O)c1ccccn1)C(C(=O)NCc1ccccc1)c1ccncc1 (configuration not stated) | 5 | -6 | -5 | 0 | 4 | -10 | 1 | 3 | -1
CN(C)CCCNC(=O)C[C@H]1C[C@H](C(=O)N2CCCCC2)[C@@]2(C)c3[nH]c4cc(-c5ccco5)ccc4c3CCN2C1=O | 3 | / | / | -4 | / | 0 | 4 | / | /
Cc1ccnc(NC(=O)C2CCN(S(=O)(=O)c3ccc4ccccc4c3)CC2)c1 | 5 | -4 | 6 | -7 | -9 | 1 | 5 | 2 | -3
C/C(CC(=O)Nc1cccnc1)=N\NC(=O)C(=O)NC(C)C | -6 | 0 | -16 | 5 | -1 | -1 | 1 | -3 | 1
O=C1C(Cc2ccccc2)Nc2ncnc(N3CCOCC3)c2N1Cc1ccccc1 (configuration not stated) | -8 | / | / | 0 | 3 | -1 | 5 | / | /

Pulled one by one from the list above (2):
SMILES | PAFAH1B3 inh | EBNA-1 inhibitor | ZTA DNA inh | PAFAH2 inh | PREPL inhibitor | pPAFAH FP inh | PAFAH1B2 inh | LYPLA1 inh | LYPLA2 inh
COc1ccccc1CN1CCN(S(=O)(=O)c2ccc(C)cc2)CC1 | -2 | -1 | 8 | 0 | 4 | 2 | 12 | 0 | 1
Cc1ccc(-c2nnn(CC(=O)N(Cc3cccs3)C(C(=O)NC3CCCCC3)c3ccco3)n2)o1 (configuration not stated) | -2 | 2 | 5 | 0 | 3 | 2 | 1 | -1 | -4

New compounds follow
SMILES | PAFAH1B3 inh | EBNA-1 inhibitor | ZTA DNA inh | PAFAH2 inh | PREPL inhibitor | pPAFAH FP inh | PAFAH1B2 inh | LYPLA1 inh | LYPLA2 inh
CCOC(=O)C1CCCN(CCCc2ccccc2)C1 (configuration not stated) | 5&-1 | -4&-7 | 4&5 | 0&0 | -14&-12 | -2&-3 | 2&8 | -1&-5 | -2&-2
COc1ccc2c3c(c(=O)oc2c1OCC(=O)O)CCCC3 | 7 | 2 | -3 | 6 | 19 | 2 | 8 | 1 | 2
CCN(CC(=O)Nc1c(F)cccc1F)C(=O)Cn1c(=O)cnc2ccccc21 | -2 | / | 17 | -2 | 2 | 0 | 2 | -2 | -2
C=CCN1C(=O)CSc2ccc(C(=O)NC(C)c3ccccc3)cc21 (configuration not stated) | 11 | 1 | -8 | 5 | 1 | 4 | -1 | 3 | 11
CN(NS(=O)(=O)c1cccs1)c1ncc(C(F)(F)F)cc1Cl | 4 | -5 | -11 | 0 | -1 | -1 | 3 | 1 | 0
COCC1CCN(C(=O)C2CCC(=O)N(Cc3cccc(F)c3)C2)CC1 (configuration not stated) | 3 | -4 | 3 | 2 | 1 | 5 | 2 | -2 | -1
O=C(C1CC1)N1CCc2cc(S(=O)(=O)N3CCCc4ccccc43)ccc21 | 3 | 4 | 7 | -1 | 8 | -2 | -1 | 2 | 1
CCOC(=O)c1[nH]c(C)c(CCC(=O)O)c1C | 5&7 | 0&0 | -1&-6 | -11&1 | -5&3 | 2&2 | 6&2 | -1&4 | 8&7
CC(OC(=O)c1cnccn1)C(=O)Nc1nc(-c2cccc([N+](=O)[O-])c2)cs1 (configuration not stated) | 5 | / | 6 | -5 | -8 | 8 | 1 | -6 | 3
Cc1cc(C)n(-c2nnc(NC(C)(C)C)nn2)n1 | 4 | 0 | -13 | -2 | -2 | -2 | 7 | -3 | 1
CCC(C)C(NC(=O)c1ccccc1NC(=O)c1ccc(OC)cc1)C(=O)NCCCn1ccnc1 (configuration not stated) | 10 | -14 | -3 | 2 | 4 | -4 | 6 | -9 | -6
COc1cc(C2NC(=O)NC(C)=C2C(=O)NCc2ccccc2)c(Cl)cc1O (configuration not stated) | 10 | 2 | 12 | 5 | 2 | 6 | -7 | -3 | 1
C=CCNC(=O)N1c2ccccc2Sc2ccccc21 | 10 | 10 | 5 | -3 | 10 | 3 | 4 | -2 | -1
COc1ccc(CN2C(=O)CS/C2=N/N=C/c2ccccc2)cc1 | / | -11 | -3 | / | -6 | -4 | / | -2 | -2
O=C(O)CCC(=O)CCC(=O)c1ccc(Cl)cc1 | -2 | 7 | 15 | 2 | 5 | -1 | 5 | 0 | 3
CCOc1ccccc1C(=O)Nc1cc(C(=O)NCCc2ccccc2)ccc1Cl | 5 | 6 | -2 | 1 | 1 | 5 | -4 | 0 | 8
Cc1cccc(NS(=O)(=O)c2nnc(NC(=O)C3CCCCC3)s2)c1 | 6 | -9 | -7 | 8 | 2 | 5 | 6 | -2 | -8
COCCN=C1Sc2nc3cc4c(cc3cc2CN1CC1CCCO1)OCO4 (configuration not stated) | 0 | -6 | -11 | 0 | 0 | 4 | 2 | 5 | 1
CC1(c2ccccc2)O[C@@H]2C[C@H]3[C@@H]4CCC5=CC(=O)C=C[C@]5(C)[C@@]4(F)[C@@H](O)C[C@]3(C)[C@]2(C(=O)CO)O1 (some centres not stated) | 2 | -12 | -3 | 2 | -13 | 2 | 2 | -4 | -5
CCOC(=O)c1cc2c(C)n(-c3ccc(OCC)cc3)c(C)c2ccc1=O | -8 | -1 | 4 | -6 | 13 | 2 | 4 | 1 | 6

High-throughput results deposited in PubChem by The Scripps Research Institute Molecular Screening Center.
